# Bioassay records as filed in PubChem BioAssay.
# pCIP destab – p/CIP protein destabilization | decrease of EGFP signal, % at 10 µM | actives 0.01% (n = 290,000) | Q05BA5 | F442A p/CIP-EGFP cells, EGFP fluorescence, 16 h;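 active means EGFP signal decrease of at least 30% at 10 µM or well 3 SD below plate mean, unless failing retest; inactive means the rest, including hits failing retest or dose response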; further: some compounds called inactive have numbers as strong as hits; many of its hits are not listed in these tables
# CRFR2-BP ag – agonists of human CRF-binding protein/CRF-R2 receptor complex | HEK293 CRF-R2/CRF-BP, calcium dye fluorescence (FLIPR); percent of saturating CRF peptide response | activation, % at 13.2 µM | actives 0.46% (n = 350,000) | AID 588473;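 active means activation of at least 50%, plus an integration ratio under a set limit after plate pattern correction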;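 further: plate controls were neutral control wells without compound for no effect and CRF at EC100 for full effect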
# IDE inh – inhibitors of human insulin-degrading enzyme in cells. P14735. HEK cells, FAbetaB cleavage, fluorescence polarization. inhibition, % at 5.59 µM. actives 0.41% (n = 320,000). AID 434962;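 active means percent inhibition above the average of all tested compounds plus 3 SD, set per screening campaign, cut at about 16% in these data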;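 further: IDE supplied by intact live HEK cells; FP after avidin binding of uncleaved biotin substrate so inhibition keeps polarization high; 0% = DMSO wells and 100% = 60 µM reference IDE inhibitor Ii1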
# Target sequence (P14735 whole entry, looked up): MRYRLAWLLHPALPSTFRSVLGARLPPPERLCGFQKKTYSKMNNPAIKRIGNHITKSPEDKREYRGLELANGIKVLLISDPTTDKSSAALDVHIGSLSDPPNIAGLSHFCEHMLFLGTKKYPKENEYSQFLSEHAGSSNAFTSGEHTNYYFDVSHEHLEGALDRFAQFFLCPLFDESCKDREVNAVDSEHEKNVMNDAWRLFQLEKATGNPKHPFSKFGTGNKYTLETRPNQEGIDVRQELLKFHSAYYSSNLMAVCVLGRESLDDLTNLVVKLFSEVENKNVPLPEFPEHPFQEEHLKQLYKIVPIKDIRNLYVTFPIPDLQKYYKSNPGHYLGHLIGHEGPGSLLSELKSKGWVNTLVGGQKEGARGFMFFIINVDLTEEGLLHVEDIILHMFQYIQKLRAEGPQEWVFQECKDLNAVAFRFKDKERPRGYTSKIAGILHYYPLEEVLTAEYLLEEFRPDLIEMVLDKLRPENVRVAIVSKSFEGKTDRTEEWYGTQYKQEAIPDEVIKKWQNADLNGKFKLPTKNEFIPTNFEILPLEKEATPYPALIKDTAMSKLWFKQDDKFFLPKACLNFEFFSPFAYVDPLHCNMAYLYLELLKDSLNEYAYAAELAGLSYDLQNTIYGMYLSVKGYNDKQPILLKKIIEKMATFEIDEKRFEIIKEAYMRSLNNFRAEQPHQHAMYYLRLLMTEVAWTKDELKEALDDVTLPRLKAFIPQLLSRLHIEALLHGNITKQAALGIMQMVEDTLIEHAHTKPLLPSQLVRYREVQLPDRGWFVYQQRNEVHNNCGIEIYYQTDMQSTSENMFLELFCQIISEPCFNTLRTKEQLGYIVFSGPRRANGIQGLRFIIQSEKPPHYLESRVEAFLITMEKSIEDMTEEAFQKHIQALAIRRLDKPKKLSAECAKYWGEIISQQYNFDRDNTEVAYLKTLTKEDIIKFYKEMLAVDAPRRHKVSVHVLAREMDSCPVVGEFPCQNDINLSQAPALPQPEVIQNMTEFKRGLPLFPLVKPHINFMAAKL
# PHOSPHO1 inh – blocks human PHOSPHO1 phosphatase activity | recombinant PHOSPHO1, absorbance phosphatase assay | inhibition, % at 13.3 µM | actives 1.1% (n = 290,000) | Q8TCT1; in the data active means inhibition above about 60%
# GalR3 antag – antagonists of human GalR3 | O60755 | HEK293 GalR3-CNG cAMP membrane potential fluorescence; galR3 body fused to GalR1 C-terminus | inhibition, % at 3 µM | actives 0.44% (n = 360,000) | AID 651719;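 active means inhibition above the screen-wide average plus 3 SD, cut at about 13% in these data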;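 further: forskolin and galanin both at EC90 stimulate the cells; cAMP rise reported by CNG channel membrane potential dye signal; 0% = forskolin plus galanin with DMSO and 100% = forskolin alone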
# CRFBP-R2 block – antagonists of CRF-binding protein/CRF-R2 receptor complex; HEK293 CRF-R2/CRF-BP, CRF-induced calcium fluorescence; inhibition, % at 11.8 µM; actives 0.59% (n = 350,000); AID 588475;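 active means inhibition of the ligand-induced calcium signal above about 50% at the single tested concentration, limit read from the data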
# IDE act – activators of human insulin-degrading enzyme in cells | actives 0.073% (n = 340,000) | activation, % at 5.96 µM | P14735 | AID 493087 | HEK cells, FAbeta-B cleavage, fluorescence polarization; 0% vehicle, 100% cell-free pure enzyme wells;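 active means activation above the mean of all tested compounds plus 3 SD, set per screening campaign, cut at about 17% in these data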
# M4 PAM – positive allosteric modulators of human muscarinic M4 receptor; P08173; CHO-K1 hM4/Gqi5, Fluo-8 calcium fluorescence, ACh EC20; 0% = ACh EC20, 100% = maximal ACh; activation, % at 3 µM; actives 0.4% (n = 360,000);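 active means activation above its plate's cutoff, the mean activation of sample wells plus 3 SD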; further: some results filed as inactive read as strong as hits
# MEKK3 PB1 HTS – raises or lowers MEK5 binding to the human MEKK3 PB1 domain; Q99759; bead-based flow cytometry, Alexa488-MEK5 binding to MEKK3; actives lie on both sides; 0 = blocked by unlabeled MEK5, 100 = vehicle; binding response (% of control), % at 10 µM; actives 1.4% (n = 290,000); AID 1529;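 active means binding response more than 3 SD above or below the average of its plate-row segment, actives on both sides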;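 further: Alexa488 bead fluorescence after subtracting the streptavidin-only scavenger bead signal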
# * hit, by the source's call; . = no result given.
SMILES,pCIP destab,CRFR2-BP ag,IDE inh,PHOSPHO1 inh,GalR3 antag,CRFBP-R2 block,IDE act,M4 PAM,MEKK3 PB1 HTS
Cc1ccc(-c2nc(NCc3ccco3)c3ccccc3n2)cc1,-9.8,2.5,-0.4,-15.6,-5.2,-24.3,-0.8,-6.2,91.0
CC(C(=O)NCc1ccco1)n1ccc2cc(S(=O)(=O)N3CCCC3)ccc21 (centres undefined),7.4,0.8,0.8,39.9,-6.5,-4.7,2.4,-5.2,96.0
O=C(COC(=O)c1ccc(S(=O)(=O)C(F)F)cc1)Nc1ccccc1C(=O)NC1CC1,.,-3.4,-0.9,.,-4.8,11.3,3.5,4.9,.
O=C(Nc1ccc(F)cc1F)c1c(C(F)(F)F)ccnc1Oc1ccccc1,-0.6,-1.4,7.8,25.9,0.9,8.0,.,-2.2,98.0
CCc1cc(=O)oc2c(C)c(OCC(=O)N3CC[C@@]4(O)CCCC[C@H]4C3)ccc12,12.6,-1.4,5.3,23.4,-5.5,-9.8,-1.3,-0.9,100.0
O=C(CN1CCOCC1)Nc1cc([N+](=O)[O-])ccc1Cl,-17.4,-2.0,-1.9,13.3,-2.1,2.1,7.1,-5.1,107.0
NS(=O)(=O)c1ccc(CCNS(=O)(=O)c2ccc(Cl)cc2)cc1,-14.1,-6.6,-1.2,35.1,-10.2,-1.2,5.4,-2.0,106.0
O=C(CSc1nc2ccccc2c(=O)n1CCCN1CCOCC1)NC12CC3CC(CC(C3)C1)C2,-0.6,2.2,0.8,11.7,-4.3,-18.8,4.5,-2.9,99.0
O=C(Oc1cccc(NC(=O)c2ccco2)c1)c1ccc(Br)c(S(=O)(=O)N2CCCCC2)c1,0.2,-0.9,5.0,40.2,-4.5,4.4,0.7,-9.3,113.0
Cc1ccc(S(=O)(=O)Oc2cccc(/C=N/n3cnnc3)c2)cc1,-15.8,1.2,4.6,1.9,-6.7,16.1,3.5,-6.1,102.0
Cc1cc(-n2nc3ccccc3n2)c(O)c([N+](=O)[O-])c1,6.3,-0.3,5.2,-17.8,-10.7,11.8,3.6,-2.1,108.0
Cc1cccc(C(=O)N2CCCC(N3CCN(c4ccccc4F)CC3)C2)n1 (centres undefined),-0.8,-0.3,5.2,7.6,-4.5,6.0,0.0,-1.7,109.0
CN(CCCNC(=O)c1cccn2c(=O)c3ccccc3nc12)Cc1ccccc1,-5.3,0.0,-5.0,1.5,-6.1,1.7,0.5,-23.1,105.0
C=CCN1C(=O)N(CC=C)c2cccc3cccc1c23,-1.4,0.7,1.5,23.3,-9.7,-0.2,2.5,0.2,106.0
Cc1cc(C)c(-c2cc(C(=O)Nc3c(C)n(C)n(-c4ccccc4)c3=O)[nH]n2)c(O)c1,-7.6,-3.0,1.4,37.3,-0.5,0.0,-0.5,7.8,81.0
Cn1c(CC(=O)Nc2ccccc2)nnc1SCC(=O)c1ccccc1,-2.4,-2.0,-0.5,48.3,5.1,20.4,4.9,14.2,98.0
Nc1ccc(C23CC4CC(CC(CO)(C4)C2)C3)cc1,-11.6,-1.1,0.4,9.9,-2.3,4.7,2.6,3.0,103.0
COc1ccccc1C1/C(=C(/O)c2ccc(OC(C)C)cc2)C(=O)C(=O)N1c1cc(C)on1 (centres undefined),-3.7,2.2,-5.1,-55.7,-6.9,11.8,5.4,9.8,103.0
CC1CCC(NC(=O)c2cccc(S(=O)(=O)NCc3ccccc3)c2)CC1 (centres undefined),.,-1.1,-0.3,.,-1.9,-8.6,3.1,0.4,.
COc1cccc(CNC(C)(C)CO)c1OCc1ccc(Cl)cc1,-2.6,-1.6,1.6,41.2,-6.2,-36.8,2.1,8.7,101.0
CCOC(=O)c1cc(C)n(Cc2cccc(OC)c2OC)c1C,-7.3,-0.1,-3.1,1.8,-6.4,5.9,2.5,0.9,112.0
Nn1cc(-c2ccccc2)nc1SCC(=O)NC1CCS(=O)(=O)C1 (centres undefined),-6.6,1.0,1.0,87.5*,-1.5,-5.7,2.4,3.6,109.0
Cc1ccc(C(=O)/C=C\C(=O)c2ccc(C)cc2)cc1,-9.2,-1.2,-3.4,8.4,5.4,-47.6,-10.3,-0.4,115.0
Cc1ccc(C(=O)N2CCN(S(=O)(=O)c3cc(Br)ccc3Br)CC2)o1,6.4,-0.5,2.7,-36.2,-6.7,-0.5,-0.9,4.0,101.0
CC(=O)NCC(=O)OC(C)C(=O)Nc1ccc(C(C)=O)cc1 (centres undefined),-5.9,2.6,-1.7,43.8,-2.7,-16.7,1.7,1.5,101.0
O=C(CCNC(=O)c1ccccc1)NCCc1ccc(Cl)cc1,5.8,-0.3,2.7,9.3,-3.5,-4.4,0.9,0.7,101.0
CC(Sc1nnnn1C)C(=O)Nc1cc(S(=O)(=O)N2CCCCC2)ccc1Cl (centres undefined),.,0.2,-1.6,.,-1.6,-11.3,1.6,-1.2,.
C1=Nc2c(Nc3ccccc3)ncnc2Oc2ccccc21,3.0,-5.0,2.8,-6.0,-6.0,-7.1,10.2,8.6,104.0
COC(=O)c1cc(CSc2nc3ccccc3c(=O)n2C)oc1C,-12.5,-0.2,3.0,41.6,-10.3,0.6,1.9,-9.8,98.0
COc1ccc(S(=O)(=O)N2CCOCC2)cc1NC(=O)Cc1c(F)cccc1Cl,.,-0.9,-4.6,.,1.0,-2.5,-2.4,6.9,.
C[C@@H]1CN([C@@H](C)CO)C(=O)CCCn2nncc2CO[C@@H]1CN(C)C(=O)Nc1ccccc1F,.,1.6,.,.,-5.9,6.1,.,-0.6,.
O=C(C1CC(=O)N(c2ccccc2)C1)N1CCCCCC1 (centres undefined),-12.5,1.1,4.0,37.7,0.0,0.1,4.8,6.0,97.0
COc1ccc(NC(=O)Nc2ccc(Br)cn2)cc1OC,2.3,0.5,-2.1,6.8,-2.4,-21.5,2.5,9.4,102.0
CN1C[C@@H]2C(c3ccc(Cl)nc3)C3(c4cccnc4)CC2(C3)[C@H]1c1ccccc1 (some centres undefined),5.8,0.2,-0.5,17.7,0.1,-3.1,1.7,-6.5,104.0
CCNC(=O)CC1C(=O)N(c2ccc(F)cc2)C(=O)N1Cc1cccs1 (centres undefined),-6.4,-0.9,-1.4,-1.3,-6.2,4.5,-3.2,11.8,103.0
COc1ccc(OC)c(CCNC(=O)CCc2cn(C)c3ccccc23)c1,-15.3,-0.9,-4.6,46.3,-12.5,-4.4,2.5,-4.5,107.0
CCn1cc(C(=O)NCCc2ccc(OC)c(OC)c2)c(=O)c2cc(S(=O)(=O)N3CCOCC3)ccc21,-7.0,2.5,7.2,22.5,-4.1,-23.4,-5.5,-5.8,96.0
Cc1cc(C)n2nc(SCn3nnc4ccccc4c3=O)nc2n1,-1.1,-1.9,3.6,13.3,0.0,-0.4,-3.4,10.8,95.0
Cc1ccc(NC(=O)c2cc([N+](=O)[O-])ccc2N2CCOCC2)cc1C,-6.5,-0.5,3.7,-25.7,-1.7,4.2,3.4,-3.4,104.0
COC(=O)c1ccccc1NC(=O)c1ccc2c(c1)C(=O)N(Cc1ccco1)C2=O,.,-1.9,2.2,.,-3.1,3.4,3.5,5.5,93.0
N=c1c2c3c(sc2ncn1CCN1CCOCC1)CCCCC3,-3.5,-4.6,-5.4,-6.1,-1.1,2.9,4.8,4.6,97.0
Cc1ncc([N+](=O)[O-])n1Cc1ccccc1F,6.0,6.3,-1.8,-1.1,5.6,4.4,0.4,8.0,109.0
CCOc1ccc(-c2nc(CCl)cs2)cc1,-7.1,-1.2,0.5,1.4,6.4,-8.5,1.8,2.0,99.0
COc1ccc(OC)c(/C=C/C(=O)OCC(=O)NCc2ccco2)c1,.,-1.0,-0.8,.,0.3,0.9,1.6,3.5,.
CCN(CC)Cc1c(O)c(Cl)cc2c3c(c(=O)oc12)CCCC3,-21.1,2.3,1.2,20.1,-2.7,17.9,2.9,5.5,100.0
CC(C)c1ccccc1N=C1SCCN1C1CCS(=O)(=O)C1 (centres undefined),-11.4,0.1,-0.3,3.3,-0.7,-0.2,-1.4,0.2,108.0
Cc1c(C(=O)NC(=S)Nc2ccc3c4c(cccc24)CC3)cccc1[N+](=O)[O-],6.3,1.8,0.5,25.3,8.2,-19.9,-0.2,-1.3,105.0
O=[N+]([O-])c1ccc(N2CCN(CCOCCO)CC2)c([N+](=O)[O-])c1,-0.1,-1.7,-5.6,-7.1,-4.5,31.5,4.8,-4.7,101.0
Cc1cc(C(=O)NC2CCCc3c2cnn3-c2ccccc2F)nc(C)n1 (centres undefined),9.3,-2.3,-3.5,17.8,6.9,5.7,3.5,-1.5,97.0
CCn1c(=O)c(-c2cc(=O)[nH][nH]2)c(O)c2ccccc21,8.0,-2.9,2.2,45.6,-1.9,-13.6,-3.9,3.9,83.0
# (further entries)
SMILES,pCIP destab,CRFR2-BP ag,IDE inh,PHOSPHO1 inh,GalR3 antag,CRFBP-R2 block,IDE act,M4 PAM,MEKK3 PB1 HTS
N#Cc1ccccc1OCC(=O)NNC(=O)CNC(=O)c1ccc(Br)o1,.,0.4,2.4,.,-5.0,4.7,6.2,-2.3,.
COc1ccc(OC)c(C2c3c(oc4ccccc4c3=O)C(=O)N2CCCN(C)C)c1 (centres undefined),-0.1,-1.2,1.8,4.0,0.8,-6.3,2.3,11.1,102.0
CC(=NNC(=S)Nc1cccc(C)c1)c1ccccn1,.,-0.1,.,.,2.1,-16.2,-17.1,-2.8,.
CCN(CC)NC(=O)Nc1ccccc1,-19.3,-0.3,4.3,28.3,-1.7,-19.6,.,3.5,93.0
Cc1ccccc1N1CCN(C(=O)C2CCC(=O)N(C3CCCC3)C2)CC1 (centres undefined),1.6,-0.6,-7.2,19.9,2.0,6.0,5.8,-4.6,101.0
COc1ccc(CC(=O)Nc2cccc(-c3nnc(-c4cccc(C)c4)o3)c2)cc1OC,-21.9,-2.6,-0.6,44.2,3.0,-0.6,-1.3,-20.9,108.0
CCC(C)C(CO)NCCCn1cnc(C(=O)Nc2ccc(C)c(C)c2)n1 (centres undefined),.,3.0,.,.,-4.8,-13.4,-3.5,6.1,.
Nc1nc(SCC(=O)NC2CCCCCC2)[nH]c(=O)c1-c1ccccc1,0.2,-0.8,-0.9,3.4,3.4,12.6,3.0,-0.9,105.0
COC1=CC(=O)C=C(OC)C1=O,.,-0.6,.,.,.,-15.4,-5.7,6.7,.
O=S(=O)(c1ccccc1)N1CCCCC1CCc1ccccc1 (centres undefined),.,-0.9,.,.,-3.2,30.8,1.6,-0.5,.

# 5 structures already listed, ordered by heavy-atom count, descending:
SMILES,pCIP destab,CRFR2-BP ag,IDE inh,PHOSPHO1 inh,GalR3 antag,CRFBP-R2 block,IDE act,M4 PAM,MEKK3 PB1 HTS
COc1ccc(S(=O)(=O)N2CCOCC2)cc1NC(=O)Cc1c(F)cccc1Cl,.,-0.9,-4.6,.,1.0,-2.5,-2.4,6.9,.
CC1CCC(NC(=O)c2cccc(S(=O)(=O)NCc3ccccc3)c2)CC1 (centres undefined),.,-1.1,-0.3,.,-1.9,-8.6,3.1,0.4,.
Nc1nc(SCC(=O)NC2CCCCCC2)[nH]c(=O)c1-c1ccccc1,0.2,-0.8,-0.9,3.4,3.4,12.6,3.0,-0.9,105.0
C=CCN1C(=O)N(CC=C)c2cccc3cccc1c23,-1.4,0.7,1.5,23.3,-9.7,-0.2,2.5,0.2,106.0
CCN(CC)NC(=O)Nc1ccccc1,-19.3,-0.3,4.3,28.3,-1.7,-19.6,.,3.5,93.0
